HEK293 NOD2/NF-kB: inhibition of NOD2-driven NF-kB reporter – cell-based, luminescence, uHTS, HEK293 (AID 1566). inhibition, % at 4 µM, or EC50 in µM where a hit was titrated. 290,000 compounds, 0.63% hits. HEK293 NOD2/NF-kB luciferase reporter, luminescence; higher % means a stronger effect; further: many of its hits are not listed in these tables
AID2073: disruptors of CaV2.2 binding to Mint1 – biochemical, HTRF (AID 2073); HTRF protein-protein interaction, Mint1-CaV2.2; higher % means a stronger effect; inhibition, % at 20 µM, or IC50 in µM where a hit was titrated; 290,000 compounds, 0.19% hits; in the data active means inhibition mostly above about 51%, no sharp cut-off; inconclusive means no clear call, values can overlap the other calls; inactive means mostly below about 53%; further: some results filed as inactive read as strong as hits
SIAH1 antagonists: Siah-1 peptide-binding antagonists, primary screen, biochemical, fluorescence polarization, rhodamine-plectin, uHTS (AID 1817). Siah-1 / rhodamine-plectin peptide fluorescence polarization; higher % means a stronger effect. one-dose displacement, % at 20 µM; IC50 in µM for titrated hits. 290,000 compounds, 0.02% hits;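 active means displacement of at least 50% at 20 µM, with a fluorescence ratio check between 0.3 and a set limit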;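 further: plate controls were Siah plus tracer with DMSO for no effect and tracer alone without Siah for full effect; strong numbers were not always called active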
M17LAP inhibition: P. falciparum M17LAP inhibitors, primary screen, biochemical, fluorogenic H-Leu-NHMec substrate, 1536-well (AID 1619); inhibition, % at 30 µM, or IC50 in µM where a hit was titrated; 220,000 compounds, 0.38% hits; recombinant M17LAP, H-Leu-NHMec fluorogenic kinetic assay; higher % means a stronger effect;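 active means compound inhibiting the enzyme by more than half at any dose during confirmatory dose-response retesting; inconclusive means strong single-dose inhibitors picked by rank but not retested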;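 further: plate controls were full reaction with DMSO carrier for no effect and no enzyme background for full effect; strong numbers were not always called active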
CSM14.1 death rescue: protection against thapsigargin-triggered cell killing – 384-well, CSM14.1, ATP luminescence, primary screen (AID 1222); CSM14.1 thapsigargin-induced death rescue, ATP luminescence; higher % means a stronger effect; one-dose cellular ATP content (survival), % at 20 µM; EC50 in µM for titrated hits; 190,000 tested, under 10 active;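 active means EC50 below 50 µM in the dose-response confirmation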;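 further: death triggered by thapsigargin at about 15 µM added after 2 h compound pretreatment; cell ATP read after overnight thapsigargin exposure of roughly 18 to 22 hours; normalized against plate controls of thapsigargin alone and 5% DMSO vehicle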
Hep lipid drop: hepatic lipid droplet formation modulation. AML12 mouse hepatocytes, oleate lipid droplets, BODIPY imaging. inhibition, % at 6.5 µM. 240,000 compounds, 0.4% hits;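 active means lipid droplet intensity inhibited by at least 50%, with more than 500 cells counted; inconclusive means wells with under 300 cells, treated as cytotoxic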
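Material – mouse AML12 hepatocyte cell line, fixed after treatment · Compound dosing – one dose, 6.5 µM compound · Times – compound with oleate, overnight · Measured by – Image-based BODIPY and DAPI two-channel analysis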
P. falciparum M1AAP: P. falciparum M1AAP inhibitors, biochemical, fluorogenic H-Leu-NHMec substrate, 1536-well (AID 1445) | recombinant M1AAP, H-Leu-NHMec fluorogenic kinetic assay; higher % means a stronger effect | inhibition, % at 30 µM, or IC50 in µM where a hit was titrated | 220,000 compounds, 0.42% hits;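 active means primary inhibition above the hit cutoff, then over 50% inhibition at one or more dose response concentrations, cut at about 23% in these data, passing the limit was not always enough; inconclusive means conflicting primary data, or primary hits not chosen for dose response; inactive means low primary inhibition, or under 50% at every dose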;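 further: plate controls were DMSO full reaction for no effect and no enzyme background for full effect; strong numbers were not always called active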
XIAP displacement: small molecules displacing peptide from XIAP – biochemical, IAP family, fluorescence polarization (AID 1018) | XIAP BIR domain, fluorescence polarization peptide displacement; higher % means a stronger effect | displacement, % at 20 µM; hits with a dose series show IC50 in µM | 200,000 compounds, 0.007% hits; in the data active means displacement above about 50%; further: a part of the inactive calls stands beside numbers as strong as those of hits
LYP inhibition: PTPN22 lymphoid phosphatase activity blockers – biochemical, fluorescence intensity, uHTS (AID 1779) | recombinant LYP phosphatase, fluorescence intensity; higher % means a stronger effect | inhibition, % at 11.5 µM, or IC50 in µM where a hit was titrated | 290,000 compounds, 0.054% hits;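 further: plate controls were vehicle with enzyme for no effect and no enzyme for full effect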
Hep lipid drop cells 6.5 µM: further read-out of Hep lipid drop, marked with its call; cell count; measured here: cell count, cytotoxicity flag;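 cells counted across two imaged fields per well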
An asterisk follows results filed as active; i = inactive; ? = inconclusive; / = no result given. Unless noted, no stated cut-off is given here; in the data, active means inhibition above about 50%; inactive means the rest. The list is partial. The share of hits here may be higher or lower than overall.

Fields: HEK293 NOD2/NF-kB | AID2073 | SIAH1 antagonists | M17LAP inhibition | CSM14.1 death rescue | Hep lipid drop | Hep lipid drop cells 6.5 µM | P. falciparum M1AAP | XIAP displacement | LYP inhibition
1	CC(C)(C)c1ccc(SCC(N)=O)cc1
→ 2% | 2% | 1% | 8% | -0.4% | 10 | 667 | -2% | -5.2% | 0%
2	CCOc1cc(-c2nc(-c3ccc(C)nc3OCC)no2)cc(OCC)c1OCC
→ 16% | 3% | 1% | -1% | -2.7% | -6 | 694 | -2% | -5.1% | 2%
3	COc1ccc(Nc2nc(CC(C)=O)ns2)cc1
→ -6% | 4% | -1% | 0% | -1.2% | 14 | 725 | 2% | -3.6% | -5%
4	CCOC(=O)C1CCN(S(=O)(=O)c2ccc(-c3nc4ccccc4s3)s2)CC1
→ -33% | 15% | 2% | -29% | -2.1% | / | / | 11% | -5.4% | -6%
5	COCCn1c(Cc2ccccc2)nnc1SCC(=O)NC1CC1
→ -3% | -9% | -3% | / | / | -3 | 811 | / | / | -5%
6	O=C(Nc1ccc(OC(F)F)cc1)c1ccccn1
→ 10% | ? | 2% | 11% | -0.5% | -3 | 736 | 0% | -5.8% | 0%
7	COC(=O)CCCC1=CC2=C(c3ccccc3)C(=O)C(C)(OC(=O)C3CCCC3)C(=O)C2=CN1CCc1c[nH]c2ccccc12 (stereo not drawn)
→ -4% | -17% | 0% | -7% | / | 7 | 743 | 9% | / | -3%
8	COc1ccc(C(=O)/C=C(\C)Nc2ccc3c(c2)OCO3)cc1
→ -68% | -52% | -4% | 14% | -0.7% | / | / | 9% | -2.0% | 0%
9	COC(=O)c1ccc(NC(=O)CN2C(=O)C3C4C=CC(C4)C3C2=O)cc1 (stereo not drawn)
→ 15% | -3% | 1% | 31% | -0.2% | -4 | 762 | 22% | -5.4% | -9%
10	COc1ccc(-c2csc(NC(=O)Cc3ccccc3)n2)cc1OC
→ 10% | -2% | -4% | / | / | 33 | 641 | / | / | -6%
11	Cc1ccc(S(=O)(=O)NCC(=O)N(c2ccccc2)C(C(=O)NCc2ccccc2)c2ccco2)cc1 (stereo not drawn)
→ 11% | -2% | 4% | 1% | 20% | -7 | 588 | 0% | -5.5% | 2%
12	COc1ccc(-c2cn3ccsc3n2)cc1
→ -73% | 0% | -1% | 15% | -3.9% | / | / | 8% | -5.6% | -7%
13	Cc1cc(Br)ccc1NC(=O)CCN1C(=O)c2ccncc2C1=O
→ 8% | 2% | 0% | 10% | -2.3% | -10 | 562 | 2% | -4.9% | -10%
14	Cc1ccc(S(=O)(=O)c2cc3ccccc3oc2=Nc2ccc3c(c2)OCCO3)cc1
→ -18% | 6% | 0% | 3% | -1.0% | -1 | 645 | 0% | -7.8% | 5%
15	O=C(O)CCC(=O)N1CCc2cc(S(=O)(=O)N3CCC(Cc4ccccc4)CC3)ccc21
→ -19% | -4% | -2% | 36% | -0.9% | / | / | 15% | -7.8% | -5%
16	O=C(Nc1nnc(CSCc2ccc(Cl)cc2)s1)c1cccc([N+](=O)[O-])c1
→ 33% | ? | -2% | 1% | -0.9% | 16 | 727 | 8% | -2.4% | 5%
17	S=C(N/N=C1\C2CN3CCN(C2)CC1(c1ccccc1)C3)Nc1ccccc1
→ -6% | -34% | 0% | 10% | -5.1% | 4 | 582 | 1% | -16% | -9%
18	Cc1cccc(CSc2nnc(NC(=O)c3ccco3)s2)c1
→ -19% | -3% | 2% | -1% | -0.5% | / | / | 4% | -3.1% | -6%
19	Cc1ccc([N+](=O)[O-])cc1N(CC(=O)NC1CCCC1)S(C)(=O)=O
→ -10% | -7% | 0% | 2% | -2.5% | -9 | 701 | 3% | -10% | -1%
20	Nc1nc(SCC(=O)N2N=C3/C(=C/c4ccco4)CCCC3C2c2ccco2)n[nH]1 (stereo not drawn)
→ 21% | 13% | 3% | 9% | 5.4% | -3 | 741 | 17% | -4.7% | -3%
21	O=C(NCc1ccco1)c1c[nH]c2ccc(S(=O)(=O)N3CCOCC3)cc2c1=O
→ 2% | 5% | 0% | -4% | / | -13 | 705 | 6% | -1.5% | 2%
22	CN(CC(=O)Nc1ccccc1N1CCOCC1)S(=O)(=O)c1ccc(Cl)cc1
→ -5% | 11% | -3% | -4% | -1.4% | 4 | 715 | 6% | -18% | 2%
23	COc1cccc(CN2CCN(Cc3cc4ccccc4[nH]3)CC2CCO)c1 (stereo not drawn)
→ 3% | 7% | 1% | -5% | / | 10 | 786 | 3% | / | -3%
24	COc1cccc(C(=O)NC(=S)NCc2ccco2)c1
→ 1% | -2% | 6% | -8% | -2.8% | -11 | 800 | 4% | -2.4% | -4%
25	CS(=O)(=O)N1CCN(c2cccc(Cl)n2)CC1
→ 9% | -2% | 2% | 4% | 4.3% | 15 | 794 | 0% | -9.2% | -5%
26	O=C(C1CC1)N1CCN(c2ccc(F)cc2)CC1
→ -19% | 1% | 18% | / | / | -16 | 815 | / | / | -9%
27	COc1ccc(-c2noc(CCc3ccccc3)n2)cc1
→ -46% | 6% | 7% | 7% | -0.5% | 4 | 687 | 8% | -0.6% | -8%
28	COCCC(=O)N1CCC(Oc2ccc(C(=O)NCCc3cnn(C)c3)cc2)CC1
→ 22% | 12% | -4% | / | / | -9 | 738 | / | / | -10%
29	Cn1cc(/C=C/C(=O)c2ccccc2)c2ccccc21
→ -168% | 4% | 13% | 19% | / | -6 | 598 | 5% | / | -1%
30	CCn1c(SCC(=O)NCc2ccc3c(c2)OCO3)nnc1-c1c[nH]c2ccccc12
→ 15% | 5% | -7% | 0% | 2.5% | -16 | 712 | 0% | -5.4% | -5%
31	Cc1c(OCC(=O)NCCCN2CCCC2=O)ccc2c3c(c(=O)oc12)CCC3
→ 4% | -13% | 2% | / | / | 2 | 686 | / | / | -8%
32	O=C(O)CN(c1ccccc1)S(=O)(=O)c1cc(C(F)(F)F)cc(C(F)(F)F)c1
→ 6% | 14% | 6% | 5% | -1.8% | -4 | 692 | 0% | -2.4% | 2%
33	COc1ccc(CCNC(=O)[C@H](C)N2C(=O)N3CCc4c([nH]c5ccccc45)[C@@]3(C)C2=O)cc1
→ 4% | 3% | 4% | / | / | / | / | / | / | 1%
34	CCC(C)c1ccc(OCC(=O)Nc2cccc(C(=O)Nc3ccc(C(=O)O)cc3)c2)cc1 (stereo not drawn)
→ -20% | 22% | 0% | / | / | -7 | 744 | / | / | -4%
35	CCOC(=O)C1CCN(S(=O)(=O)c2ccc(NC(C)=O)c(Cl)c2)CC1
→ 11% | -3% | 0% | -4% | / | -6 | 700 | -4% | / | -5%
36	S=c1[nH]c(-c2ccccc2)cn1/N=C/c1ccncc1
→ 4% | -33% | 1% | 2% | / | 1 | 757 | 12% | / | -4%
37	O=C(Nc1ccc(N2CCCCC2)c(Cl)c1)c1ccc(N2CCOCC2)c([N+](=O)[O-])c1
→ 16% | 1% | 0% | 3% | -3.8% | / | / | 1% | -7.4% | 1%
38	CCN(CC)S(=O)(=O)c1ccc(N2CCN(CCO)CC2)nc1
→ 12% | 6% | 0% | -9% | 2.7% | -4 | 742 | 3% | 1.1% | 1%
39	Cc1cccc(N2CCN(C(=S)NC3CCCCC3)CC2)c1C
→ 6% | 0% | -1% | -4% | / | 1 | 720 | -2% | / | -2%
40	N#Cc1ccc(NC(=O)c2cc(=O)c3ccccc3o2)cc1
→ 10% | 20% | -1% | 6% | -1.0% | -11 | 701 | 10% | -4.8% | -2%
41	Cc1cc(NC(=O)CSc2nc3ccccc3c(=O)n2CCCC(=O)NCc2ccccc2)n[nH]1
→ 10% | -1% | 2% | 1% | 0.4% | / | / | 8% | -5.2% | -4%
42	CCOC(=O)c1c(C)[nH]c(C)c1C(=O)COC(=O)c1ccc(S(=O)(=O)N(CC)CC)cc1
→ 10% | 19% | 3% | 8% | -0.9% | / | / | -5% | -1.9% | 0%
43	COc1ccccc1/C=C/C(=O)OCCN1C(=O)c2ccccc2C1=O
→ 18% | -1% | 10% | / | / | -7 | 775 | / | / | -3%
44	COc1ccc(Br)cc1CNc1ccc(N2CCOCC2)cc1
→ 9% | -55% | 2% | / | / | 4 | 869 | / | / | -2%
45	CCNC(=O)c1cc2c(=O)n3cccc(C)c3nc2n(CCc2ccccc2)c1=N
→ -3% | 12% | 1% | i | / | -4 | 659 | 7% | -2.1% | -45%
46	O=C(c1nn2c(C(F)(F)F)cc(-c3ccco3)nc2c1Br)N1CCCc2ccccc21
→ 1% | 51% | 7% | 5% | -2.0% | 3 | 679 | 2% | -0.2% | 8%
47	Cc1ccc(NC(=O)CSCC(=O)O)c(C)c1
→ 0% | 5% | 3% | 41% | -0.2% | / | / | 6% | -0.8% | -5%
48	COc1ccc(/C=N/n2c(=O)[nH]c3c([nH]c4ccc(Cl)cc43)c2=O)cc1CN1CCCCC1
→ -4% | 10% | -7% | -4% | / | -2 | 741 | 2% | / | 1%
49	Cc1cccc(C)c1NC(=O)C(C)Sc1nnc(C)n1CC1CCCO1 (stereo not drawn)
→ -22% | -1% | -8% | / | / | 7 | 758 | / | / | -1%
50	COc1cccc(-c2nc(-c3ccc(Br)o3)no2)c1
→ -181% | 1% | -1% | 5% | / | 12 | 717 | -4% | / | -6%

More records follow:
Fields: HEK293 NOD2/NF-kB | AID2073 | SIAH1 antagonists | M17LAP inhibition | CSM14.1 death rescue | Hep lipid drop | Hep lipid drop cells 6.5 µM | P. falciparum M1AAP | XIAP displacement | LYP inhibition
51	C=CCn1c(SC)nnc1-c1ccc2ncccc2c1
→ 14% | -5% | 1% | / | / | -6 | 711 | / | / | -1%
52	CCOC(=O)N1CCC(N2C(=O)c3ccccc3C2Nc2ccc(S(=O)(=O)N3CCCCC3)cc2)CC1 (stereo not drawn)
→ 4% | 1% | -6% | -1% | -8.6% | 4 | 693 | 2% | -5.0% | -6%
53	Cc1csc2ncnc(NNC(=O)c3ccc(Cl)cc3)c12
→ 8% | 8% | -1% | 10% | / | -3 | 719 | 3% | / | -1%
54	O=C(/C=C/c1ccc(Cl)cc1Cl)Nc1cccc(S(=O)(=O)NC2=NCCC2)c1
→ -104% | 24% | -2% | 45% | -5.5% | 5 | 681 | 11% | -10% | 5%
55	CC(C)c1cc(C(N)=O)c(NC(=O)c2cccc(COc3ccc(Cl)cc3)c2)s1
→ -190% | 28% | -1% | 28% | 3.2% | 1 | 746 | 8% | -2.2% | -1%
56	CCCCCCCc1n[nH]c(=S)n1Cc1ccccc1
→ 15% | -21% | 2% | -2% | / | 4 | 722 | 3% | / | 2%

Screening results as filed in PubChem BioAssay.
